High-throughput results (PubChem)
PhoP GFP inhibition = Inhibition of PhoP regulon, Salmonella typhi GFP reporter cells, confirmation, 4 h (AID 1850); Salmonella Typhi PhoP-promoter GFP reporter, fluorescence, 4 h; higher % means a stronger effect; inhibition, % at 50 µM; hits with a dose series show IC50 in µM; hit rate 0.33% among 310,000; in the data active = a potency from the dose series; inconclusive = inhibition mostly from about 25% at the one dose, without a potency; inactive = the rest, 99 in 100 with inhibition below about 19%;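 also: 0% = induced wells with vehicle and 100% = uninduced wells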
H37Rv inhibition = M. tuberculosis growth inhibition, HTS (AID 449762); M. tuberculosis H37Rv growth inhibition, 7H9 media; higher % means a stronger effect; inhibition, % at 25 µM, or IC50 in µM where a hit was titrated; hit rate 0.59% among 330,000; in the data active = a potency from the dose series; inconclusive = inhibition above about 70% without an active follow-up result;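 also: bacterial growth assessed after seven days of incubation; strong numbers were not always called active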
tuberculosis growth = growth inhibition of non-replicating M. tuberculosis (AID 488890) | Mycobacterium tuberculosis non-replicating, growth inhibition; higher % means a stronger effect | one-dose inhibition, % at 25 µM; IC50 in µM for titrated hits | hit rate 0.39% among 320,000; in the data active = a potency from the dose series; inconclusive = inhibition mostly from about 82% at the one dose, without a potency; inactive = the rest, 99 in 100 with inhibition below about 76%;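 also: plate controls were DMSO cells for no effect and high antibiotic wells for full effect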
inhibitors of VEEV = inhibitors of VEEV TC-83 cytopathic effect, confirmation, Vero cells (AID 588727); Vero cells, VEEV TC-83 cytopathic effect inhibition; higher % means a stronger effect; inhibition, % at 20 µM; hits with a dose series show IC50 in µM; hit rate 0.13% among 350,000; in the data active = a potency from the dose series; inconclusive = inhibition mostly from about 14% at the one dose, without a potency; inactive = the rest, 99 in 100 with inhibition below about 12%; also: strong numbers were not always called active
influenza NS1A = NS1A inhibition, H1N1 influenza, cell based functional assay (AID 504329); NS1A functional cell-based assay, percent inhibition; higher % means a stronger effect; inhibition, % at 12.5 µM; hits with a dose series show IC50 in µM; hit rate 0.3% among 340,000; in the data active = a potency from the dose series; inconclusive = inhibition above about 27% without an active follow-up result; also: strong numbers were not always called active
Starred values were filed as active, the others as inactive.

Results for Cc1cc(C(=O)N2CCN(C/C=C/c3ccccc3)CC2)cs1 ?
PhoP GFP inhibition: -14%; H37Rv inhibition: -5%; tuberculosis growth: 7%; inhibitors of VEEV: inactive; influenza NS1A: 3%

Results for N#CC1=C(N)Oc2cc(N)ccc2C1c1cccc(Br)c1 (configuration not stated) ?
PhoP GFP inhibition: 8%; H37Rv inhibition: -2%; tuberculosis growth: -4%; inhibitors of VEEV: 3.1%; influenza NS1A: -1%

What do the screens show for `Cc1ccc(-c2nn3c(C)nnc3s2)cc1NC(=O)c1ccc(-c2cccc(Cl)c2)o1`?
inhibitors of VEEV: 12%; influenza NS1A: 8%

What do the screens show for `CN(NS(=O)(=O)c1ccc(Cl)cc1)c1ncc(C(F)(F)F)cc1Cl`?
PhoP GFP inhibition: -9%; H37Rv inhibition: 4%; tuberculosis growth: -6%; inhibitors of VEEV: 0.7%; influenza NS1A: -9%

What do the screens show for `CCc1ccc2[nH]c3nc(SCc4nnc(-c5ccc(C)cc5)o4)nnc3c2c1`?
PhoP GFP inhibition: -10%; H37Rv inhibition: 3%; tuberculosis growth: -2%; inhibitors of VEEV: inactive; influenza NS1A: 3%

Results for O=C(NCCc1ccc(Cl)cc1)C1CCC(CNc2c(N3CCCCC3)c(=O)c2=O)CC1 (configuration not stated) ?
PhoP GFP inhibition: -2%; H37Rv inhibition: inconclusive; inhibitors of VEEV: 0.8%; influenza NS1A: 8%

How did CC(=O)C1(O)C(C)CC2C3CC=C4CC(O)CCC4(C)C3CCC21C (configuration not stated) do in these assays?
inhibitors of VEEV: 1.2%; influenza NS1A: -4%

Results for O=C(Nc1cccc2[nH]ncc12)NS(=O)(=O)c1ccccc1 ?
PhoP GFP inhibition: -6%; H37Rv inhibition: 1%; tuberculosis growth: -9%; inhibitors of VEEV: 0.1%; influenza NS1A: -18%

Results for CC(C)N(CCO)Cc1nc(C(c2ccccc2)c2ccccc2)no1 ?
PhoP GFP inhibition: -3%; H37Rv inhibition: 2%; tuberculosis growth: 16%; inhibitors of VEEV: inactive; influenza NS1A: -20%

Results for CCOC(=O)c1nc(C)sc1-c1ccnn1S(=O)(=O)c1ccc(Cl)cc1Cl ?
PhoP GFP inhibition: -2%; H37Rv inhibition: -3%; tuberculosis growth: -1%; inhibitors of VEEV: 7.8%; influenza NS1A: -20%

What do the screens show for `CCc1ccc(S(=O)(=O)Nc2ccc(O)c3ccccc23)cc1`?
PhoP GFP inhibition: -5%; H37Rv inhibition: 2%; tuberculosis growth: inconclusive; inhibitors of VEEV: 1.0%; influenza NS1A: -13%

Results for Cc1noc(C)c1C(=O)OCC(=O)NC(c1ccccc1)c1ccccc1 ?
PhoP GFP inhibition: -1%; H37Rv inhibition: 4%; tuberculosis growth: -3%; inhibitors of VEEV: 0.7%; influenza NS1A: 0%

What do the screens show for `O=C(/C=C/c1ccccc1)NC(=S)NNC(=O)Cc1cccs1`?
PhoP GFP inhibition: -4%; H37Rv inhibition: -2%; tuberculosis growth: 2%; inhibitors of VEEV: 0.9%; influenza NS1A: 3%

Results for CCc1c(C)nc(N)n2c(SCC(=O)NC3CCCCC3)nnc12 ?
PhoP GFP inhibition: -15%; H37Rv inhibition: 4%; tuberculosis growth: -14%; inhibitors of VEEV: inactive; influenza NS1A: 10%

Results for COc1ccc(NC(=O)c2c(C)nn(Cc3ccccc3)c2C)cc1S(=O)(=O)N(C)C ?
PhoP GFP inhibition: 0%; H37Rv inhibition: -4%; tuberculosis growth: 9%; inhibitors of VEEV: 1.9%; influenza NS1A: -7%

How did CCOC(=O)C(=NCCCN(C)C)NNc1cc(C(F)(F)F)ccc1Cl do in these assays?
PhoP GFP inhibition: -6%; H37Rv inhibition: 57%; tuberculosis growth: inconclusive; inhibitors of VEEV: 0.7%; influenza NS1A: 20%

What do the screens show for `COc1ccc(CCOC2OC(CO)C(OC(=O)/C=C/c3ccc(O)c(OC)c3)C(O[C@H]3O[C@@H](C)[C@H](O)[C@@H](O)[C@H]3O)C2O)cc1O` (some centres not stated)?
H37Rv inhibition: -2%; tuberculosis growth: 0%; inhibitors of VEEV: 4.4%; influenza NS1A: -1%

What do the screens show for `Cc1cccc(OCCSc2nc3ncnc(N)c3[nH]2)c1`?
PhoP GFP inhibition: 6%; H37Rv inhibition: 5%; tuberculosis growth: 6%; inhibitors of VEEV: 0.5%; influenza NS1A: 0%

How did CCCCC(=O)Nc1ccc(C)c(O)c1 do in these assays?
PhoP GFP inhibition: -2%; H37Rv inhibition: 1%; tuberculosis growth: -11%; inhibitors of VEEV: inactive; influenza NS1A: 8%

How did O=C(CSc1n[nH]c(-c2ccncc2)n1)Nc1ccc(Cl)c(C(=O)O)c1 do in these assays?
PhoP GFP inhibition: 3%; H37Rv inhibition: 6%; tuberculosis growth: -2%; inhibitors of VEEV: 1.0%; influenza NS1A: 7%

How did COc1ccc(C=CC(O)CCN2CCC3CCC(C3)C2)cc1 (configuration not stated) do in these assays?
inhibitors of VEEV: 1.4%; influenza NS1A: 1%

Results for OCC1OC(n2cnc3c(NCc4ccco4)ncnc32)C(O)C1O (configuration not stated) ?
inhibitors of VEEV: inactive; influenza NS1A: -10%

How did Cc1cc(NC(=O)COC(=O)CC2CCCC2)c([N+](=O)[O-])cc1C do in these assays?
PhoP GFP inhibition: -3%; H37Rv inhibition: -10%; tuberculosis growth: 67%; inhibitors of VEEV: 1.3%; influenza NS1A: 10%

How did O=C(O)C1C2C=CC(C2)C1C(=O)NCCC1=CCCCC1 (configuration not stated) do in these assays?
PhoP GFP inhibition: 0%; H37Rv inhibition: 3%; tuberculosis growth: 4%; inhibitors of VEEV: 0.8%; influenza NS1A: -13%

What do the screens show for `COc1ccccc1N1CC(C(=O)Nc2cccc(C(=O)O)c2)CC1=O` (configuration not stated)?
PhoP GFP inhibition: -6%; H37Rv inhibition: 2%; tuberculosis growth: 8%; inhibitors of VEEV: 1.0%; influenza NS1A: 2%

Results for CCN(CC(=O)Nc1cccc(OC)c1)C(=O)c1ccco1 ?
PhoP GFP inhibition: 4%; H37Rv inhibition: 12%; tuberculosis growth: -14%; inhibitors of VEEV: 0.2%; influenza NS1A: -17%

How did Cc1nc([N+](=O)[O-])c(Sc2nc3ccccc3n2C)n1Cc1ccccc1 do in these assays?
PhoP GFP inhibition: -9%; H37Rv inhibition: -3%; tuberculosis growth: 71%; inhibitors of VEEV: 22%; influenza NS1A: -1%

How did Cc1cccc(C(=O)Nc2nnc(SCC(=O)NC3CC3)s2)c1 do in these assays?
PhoP GFP inhibition: 4%; H37Rv inhibition: 10%; tuberculosis growth: -2%; inhibitors of VEEV: 4.4%; influenza NS1A: -8%

How did COc1ccc(S(=O)(=O)NCC2CCCN(Cc3ccc(C)o3)C2)cc1 (configuration not stated) do in these assays?
PhoP GFP inhibition: -1%; H37Rv inhibition: -1%; inhibitors of VEEV: 0.5%; influenza NS1A: 1%

How did O=[N+]([O-])c1ccc(N2CCN(c3ccc(F)cc3)CC2)cc1 do in these assays?
PhoP GFP inhibition: 7%; H37Rv inhibition: 4%; inhibitors of VEEV: inactive; influenza NS1A: 9%

Results for O=C(NC(Cc1c[nH]c2ccccc12)C(=O)N/N=C/c1ccc(Br)cc1)c1cccs1 (configuration not stated) ?
PhoP GFP inhibition: 1%; H37Rv inhibition: inconclusive; tuberculosis growth: 14%; inhibitors of VEEV: 7.7%; influenza NS1A: -12%

What do the screens show for `CC1(c2ccccc2Cl)NC(=O)N(CC(=O)NCc2ccco2)C1=O` (configuration not stated)?
PhoP GFP inhibition: -1%; H37Rv inhibition: -9%; tuberculosis growth: -2%; inhibitors of VEEV: 0.7%; influenza NS1A: 4%

How did CN(C)S(=O)(=O)N(CC(=O)Nc1ccccc1F)c1ccccc1 do in these assays?
PhoP GFP inhibition: -2%; H37Rv inhibition: 2%; tuberculosis growth: -14%; inhibitors of VEEV: 1.3%; influenza NS1A: 4%

Results for Cc1csc(Sc2nc3c(c(=O)[nH]c(=O)n3C)n2Cc2ccccc2Cl)n1 ?
PhoP GFP inhibition: -1%; H37Rv inhibition: -4%; tuberculosis growth: -6%; inhibitors of VEEV: inactive; influenza NS1A: -2%

How did Cc1ccc(O)c(-c2cc(C(=O)Nc3c(C)n(C)n(-c4ccccc4)c3=O)[nH]n2)c1 do in these assays?
PhoP GFP inhibition: 17%; H37Rv inhibition: -8%; tuberculosis growth: -7%; inhibitors of VEEV: 3.8%; influenza NS1A: 5%

How did C=CCN(c1ccccc1)S(=O)(=O)c1cccc(C(=O)Nc2ncccc2O)c1 do in these assays?
PhoP GFP inhibition: 2%; H37Rv inhibition: 0%; tuberculosis growth: 50%; inhibitors of VEEV: 1.3%; influenza NS1A: -16%

Results for O=C(CCSc1nc(-c2ccco2)cc(C(F)(F)F)n1)N1CCN(c2ccccc2)CC1 ?
PhoP GFP inhibition: 6%; H37Rv inhibition: 34%; tuberculosis growth: 45%; inhibitors of VEEV: 5.0%; influenza NS1A: 2%

How did COc1ccc(/C=N/NC(=O)c2ccc3nc[nH]c3c2)cc1OC do in these assays?
PhoP GFP inhibition: -2%; H37Rv inhibition: -4%; tuberculosis growth: 9%; inhibitors of VEEV: inactive; influenza NS1A: -26%

What do the screens show for `COc1ccccc1-c1nnc2sc(COc3ccc(Cl)cc3)nn12`?
PhoP GFP inhibition: -13%; H37Rv inhibition: 5%; tuberculosis growth: 17%; inhibitors of VEEV: 11%; influenza NS1A: 7%

What do the screens show for `O=C(NCCCc1ccccc1)c1ccncc1`?
PhoP GFP inhibition: -13%; H37Rv inhibition: -3%; tuberculosis growth: 5%; inhibitors of VEEV: 1.7%; influenza NS1A: 8%

Results for Cc1coc2c1c(C)cc1oc(=O)c(CC(=O)NCC(=O)NCC(=O)O)c(C)c12 ?
PhoP GFP inhibition: 5%; H37Rv inhibition: 0%; tuberculosis growth: -1%; inhibitors of VEEV: inactive; influenza NS1A: -11%

Results for Nc1nc(Nc2ccccc2F)nc(NCc2ccco2)c1[N+](=O)[O-] ?
PhoP GFP inhibition: -1%; H37Rv inhibition: 3%; tuberculosis growth: 35%; inhibitors of VEEV: 8.2%; influenza NS1A: 7%

What do the screens show for `CCOC(=O)C1(CCCc2ccccc2)CCN(C(=O)CCC2=NNC(=O)CC2)CC1`?
PhoP GFP inhibition: -3%; H37Rv inhibition: 3%; tuberculosis growth: 6%; inhibitors of VEEV: 0.3%; influenza NS1A: -11%

How did Nc1cc(S(=O)(=O)N2CCOCC2)ccc1Oc1cccc(Br)c1 do in these assays?
inhibitors of VEEV: inactive; influenza NS1A: 2%

What do the screens show for `COc1ccc(CNC(=O)CSc2nnc(C)s2)cc1`?
PhoP GFP inhibition: -3%; H37Rv inhibition: 4%; tuberculosis growth: 23%; inhibitors of VEEV: 0.8%; influenza NS1A: -6%
